HBB splice mod = modulators of hemoglobin beta chain splicing. Potency, µM (doses to about 46.1 µM), for inactives: at the highest dose activation, hits mostly activators. 65,000 tested, 0.06% active. HBB splicing reporter cell assay, activation; EGFP reporter with mutant IVS2-654 intron; response scale: normalised to 500 nM splice-correcting PNA; also: potency is read from the fitted curve at half-maximal effect; 0% is about no effect
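HeLa cells stably expressing EGFP interrupted by mutant beta-globin intron 2 (IVS2-654), 500/well in 2% FCS. Treated with compound for 2 days at 37C. Splicing correction scored as total well GFP intensity (488 nm excitation, 500-520 nm emission); 500 nM antisense PNA served as control.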
Rhodamine autofl = compound autofluorescence in rhodamine spectral region; Rhodamine-region fluorescence, 547/598 nm, Tris buffer; stronger effect = higher value; max dye-equivalent concentration, M; 59,000 tested, 0.05% active; in the data active = max dye-equivalent concentration above about 11 nM; inconclusive = between about 1.1 nM and that limit
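Intensities are converted to rhodamine-equivalent concentration using a six-point rhodamine standard on each plate. Compounds sit 15 min at room temperature in 100 mM Tris buffer, pH 8.0; read uses the 547/598 nm excitation/emission pair.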
DNA Pol III inh = blocks replication by bacterial DNA polymerase III holoenzyme; 71,000 tested, 0.25% active; reconstituted DNA polymerase III holoenzyme replication, biochemical; Potency, µM (titrated, usually from 57.1 µM), without a hit: at the highest dose activity change, negative = inhibition; also: potency is read from the fitted curve at half-maximal effect; % is scaled to controls: 0 for no effect and ±100 for the full control effect
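Reconstituted *E. coli* holoenzyme (0.35 nM Pol III, 1 nM beta, 154 nM SSB, 2 nM primase) was preincubated with compound for 15 min at RT. Synthesis on 1.4 nM ssM13Gori ran 35 min, then was stopped with PicoGreen/EDTA and read as dsDNA fluorescence.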
TexasRed autofl = compound fluoresces in the Texas Red spectral region. Compound fluorescence, Texas Red channel, 547/618 nm; stronger effect = higher value. max dye-equivalent concentration, M. 59,000 tested, 0.06% active. AID 587; in the data active = max dye-equivalent concentration above about 10 nM; inconclusive = between about 1.1 nM and that limit
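Pin-transferred compounds and Texas Red standards go into 100 mM Tris buffer, pH 8.0. After 15 min at room temperature, plates are imaged with 547/618 nm filters. Each value is a dye-equivalent concentration derived from the per-plate dye curve.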
Luciferase inh = firefly luciferase inhibition | purified firefly luciferase, luminescence, 8 min | Potency, µM (highest dose often 57.1 µM), without a hit: top-dose activity change, negative = inhibition, usual class: inhibitors | 72,000 tested, 2.2% active | AID 411; also: potency is read from the fitted curve at half-maximal effect; % is scaled to controls: 0 for no effect and ±100 for the full control effect; nearly all actives have a fitted effect of over 40% in size
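Here, luciferase activity is measured as luminescence following an 8 min room-temperature reaction at 10 uM ATP, pH 7.2. Every library sample is titrated.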
HADH2 inhib = inhibitors of human HADH2 dehydrogenase. Q99714. recombinant HADH2, NADH fluorescence, beta-hydroxybutyryl-CoA. Potency, µM (titrated, usually from 57.1 µM), without a hit: at the highest dose activity change, negative = inhibition, usual class: inhibitors. 73,000 tested, 3.4% active; also: potency is read from the fitted curve at half-maximal effect; % is scaled to controls: 0 for no effect and ±100 for the full control effect; nearly all actives have a fitted effect of over 60% in size; many of its hits are not listed in these tables
Target sequence (Q99714 whole entry, looked up, one chain of several): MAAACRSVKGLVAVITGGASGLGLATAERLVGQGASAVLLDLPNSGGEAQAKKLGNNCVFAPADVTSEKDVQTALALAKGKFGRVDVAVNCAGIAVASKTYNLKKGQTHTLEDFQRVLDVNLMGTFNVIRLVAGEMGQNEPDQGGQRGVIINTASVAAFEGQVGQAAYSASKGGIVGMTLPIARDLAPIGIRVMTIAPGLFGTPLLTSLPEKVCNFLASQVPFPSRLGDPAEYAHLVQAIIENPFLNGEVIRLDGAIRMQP
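E. coli-expressed His-tagged HADH2 tested at 20 nM in alkaline Tris buffer (pH 9.0); oxidation of 90 uM beta-hydroxybutyryl-CoA with 1 mM NAD+ tracked fluorimetrically for 4 min.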
ERK AVP block = blocks ERK signaling stimulated by vasopressin; HEK293-V1b, vasopressin-stimulated pERK AlphaScreen; Potency, µM (series often up to 57.5 µM), for inactives: top-dose activity, negative = inhibition, actives largely listed as inhibitors; 72,000 tested, 0.99% active; AID 995; also: potency is read from the fitted curve at half-maximal effect; % is scaled to controls: 0 for no effect and ±100 for the full control effect; nearly all actives have a fitted effect of over 55% in size
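qHTS, compounds titrated on V1b-expressing HEK293 cells. Preincubation 30 min at 37C, vasopressin 25 nM for 5 min, lysis 10 min, bead incubation 5 hr at room temperature.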
Tau fil binding = binds recombinant human tau filaments | P10636 | recombinant tau filaments, thioflavin S fluorescence, 15 h; filaments grown with octadecylsulfate alongside compound | Potency, µM (highest dose often 57.1 µM), inactives show at the top dose activity change, negative = inhibition | 71,000 tested, 2% active;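 also: potency is read from the fitted curve at half-maximal effect; % is scaled to controls: 0 for no effect and ±100 for the full control effect; actives lower thioflavin S fluorescence by blocking filaments or displacing dye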
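His-tagged recombinant human tau (exons 2, 3 and 10 included), 1 uM, was induced to fibrillize by 30 uM sodium octadecylsulfate with compound present. After 15 h at 37 C, thioflavine S fluorescence (ex 450, em 510 nm) was read.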
CRE Fsk mod = modulators of forskolin-stimulated CRE signaling in CHO cells | 71,000 tested, 2.5% active | CHO CRE-bla reporter (cAMP response element driving beta-lactamase), forskolin EC10, beta-lactamase ratio | Potency, µM (titrated, usually from 38.2 µM), for inactives: at the top dose activity change, negative = inhibition, most hits filed as activators | AID 662; active = well fitted activation curve with a large enough effect in the signal ratio, with a control signal flat, not every such curve was filed as active; inconclusive = small, poorly fitted or top-dose-only effect, or effect the other way, or a change in a side signal; the % refers to the signal ratio; also: potency is read from the fitted curve at half-maximal effect; % of control where 0% means no effect
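Beta-lactamase reporter under a cAMP responsive element in CHO cells; compounds tested in titration series against EC10 NKH 477, 3 h at 37 °C. Read-out: CCF4 FRET ratio 460nm/530nm (excitation 405nm) giving %Activity, fitted to AC50.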
Hsp90 Hop PPI = changes Hsp90-Hop TPR2A binding signal, up or down. AlphaScreen TPR2A-His6 binding biotin-Hsp90 C-terminal peptide. Potency, µM (top dose mostly 57 µM), inactives show at the top dose activity change, negative = inhibition. AID 595. 71,000 tested, 0.44% active; active = well fitted curve in either direction with a large enough effect; inconclusive = small, poorly fitted or top-dose-only effect, or another doubt; also: potency is read from the fitted curve at half-maximal effect; % is scaled to controls: 0 for no effect and ±100 for the full control effect; many of its hits are not listed in these tables
15-hLO inh = 15-hLO (ALOX15) enzyme inhibition. P16050. purified 15hLO-1, xylenol orange hydroperoxide absorbance. Potency, µM (top dose mostly 57.1 µM), for inactives: top-dose activity change, negative = inhibition, actives largely listed as inhibitors. 74,000 tested, 1.4% active; also: potency is read from the fitted curve at half-maximal effect; % is scaled to controls: 0 for no effect and ±100 for the full control effect; nearly all actives have a fitted effect of over 55% in size
Target sequence (P16050 whole entry, looked up): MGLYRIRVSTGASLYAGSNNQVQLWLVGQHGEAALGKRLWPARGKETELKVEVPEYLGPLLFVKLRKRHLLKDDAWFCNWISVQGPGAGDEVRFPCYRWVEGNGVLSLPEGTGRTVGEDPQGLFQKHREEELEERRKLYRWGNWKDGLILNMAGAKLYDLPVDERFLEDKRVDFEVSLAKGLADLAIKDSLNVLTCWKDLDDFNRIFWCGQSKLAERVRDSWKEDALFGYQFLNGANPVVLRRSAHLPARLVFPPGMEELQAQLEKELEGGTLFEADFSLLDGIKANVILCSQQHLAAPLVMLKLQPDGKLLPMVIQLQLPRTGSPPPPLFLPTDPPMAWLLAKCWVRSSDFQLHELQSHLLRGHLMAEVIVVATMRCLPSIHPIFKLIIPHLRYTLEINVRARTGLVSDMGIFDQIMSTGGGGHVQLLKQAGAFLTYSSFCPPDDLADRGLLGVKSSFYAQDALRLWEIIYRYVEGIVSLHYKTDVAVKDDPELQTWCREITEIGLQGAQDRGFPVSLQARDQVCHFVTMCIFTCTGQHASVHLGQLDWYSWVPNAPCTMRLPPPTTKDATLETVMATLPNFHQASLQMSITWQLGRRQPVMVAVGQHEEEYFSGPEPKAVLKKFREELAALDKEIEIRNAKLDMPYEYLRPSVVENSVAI
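Readout: Fe(III)-xylenol orange absorbance, 573-to-405 nm ratio as reaction progress. Enzyme 40 nM purified human 15hLO-1, substrate 50 uM arachidonic acid, 6 min RT after 15 min compound preincubation; Hepes pH 7.5 buffer with Triton X-100.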
The depositor's hits bear a star; i = inactive; ? = inconclusive; nt = no result given; [ ] = another dose, or the depositor's remark. Unless noted, calls follow the shape of the dose curve; as a rule, active = well fitted curve in the direction sought with a large enough effect; inconclusive = small, poorly fitted or top-dose-only effect, or another doubt; inactive = no such curve, though single readings can be large; an effect the other way counts as inactive or inconclusive.

nr | compound | HBB splice mod | Rhodamine autofl | DNA Pol III inh | TexasRed autofl | Luciferase inh | HADH2 inhib
1 | CNC(=O)N(O)C1N(C)C(=O)N(CC(=O)OC)C1(C)C (stereo not given) | 1.2%[57.5 µM] | i | -4% | i | 1% | 5%
2 | CCC(=O)Nc1ccc(NC(=O)c2cccc(OC)c2)nc1 | 0.2%[57.5 µM] | i | -2% | ? | 13µM* | 0%
3 | CC(=O)Nc1ccc(S(=O)(=O)N2CCN(c3cc(C)nc4ccccc34)CC2)cc1 | nt | i | -3% | ? | 2% | -4%
4 | COc1ccc(-c2cc3ccccc3n2CC(O)Cn2nc(C)cc2C)cc1 (stereo not given) | nt | i | -3% | i | 1% | -22%
5 | N#CCC(=O)Nc1ncn(Cc2ccccc2Cl)n1 | 0.0% | i | 2% | i | -1% | 6%
6 | CCCC(=O)Nc1ccc(NC(=O)c2cccs2)cn1 | nt | i | 0% | ? | -6% | 6%
7 | CC(=O)N1CCc2cc(Br)cc(S(=O)(=O)N3CCN(C(=O)c4ccco4)CC3)c21 | 0.0% | i | -1% | i | 3% | 3%
8 | C=C(C)Cn1c(N2CCN(CC)CC2)nc2c1c(=O)[nH]c(=O)n2C | 0.6% | nt | -6% | nt | -3% | ?
9 | Cc1cccc(S(=O)(=O)Nc2cccc(-c3cn4ccsc4n3)c2)c1 | -2.1% | i | 2% | i | -3% | -5%
10 | CCOC(=O)C(CCc1nnc(N)s1)C(=O)OCC | 0.4%[9.22 µM] | nt | -1% | nt | 4% | 2%
11 | O=C(NC1CCCCC1)NC1CC2CCC(C1)N2C(=O)NCc1ccccc1 (stereo not given) | 0.3%[57.5 µM] | i | 7% | i | 1% | 4%
12 | COc1ccc(CCNS(=O)(=O)c2ccc3c(c2)CCN3C(=O)CCC(=O)O)cc1OC | -0.5% | i | -3% | i | 0% | 3%

nr | ERK AVP block | Tau fil binding | CRE Fsk mod | Hsp90 Hop PPI | 15-hLO inh
1 | -20% | -1% | 1% | -1% | -8%
2 | 5% | 11% | 0% | -3% | 5%
3 | 20% | -12% | 7% | -1% | 0%
4 | -6% | 4% | 0% | -3% | -11%
5 | -2% | 9% | -5% | -7% | 5%
6 | -16% | 2% | 10% | -3% | -7%
7 | 0% | 4% | ? | -2% | 3%
8 | -12% | -5% | -4% | -2% | 2%
9 | 16% | 14% | 2µM* | -12% | -16%
10 | 23% | -8% | 1% | -2% | 6%
11 | 11% | 4% | -5% | 1% | 3%
12 | 13% | 0% | ? | -6% | 6%

Continued:
nr | compound | HBB splice mod | Rhodamine autofl | DNA Pol III inh | TexasRed autofl | Luciferase inh | HADH2 inhib
13 | OC(COCc1ccccc1)CN1CCN(c2ccccc2F)CC1 (stereo not given) | 0.1% | i | -2% | i | 1% | 3%
14 | COc1cccc(NC(=O)c2ccccc2SC)c1 | -0.4% | i | -6% | i | -3% | 4%
15 | CCS(=O)(=O)N1CCC(C(=O)NCC2CCCO2)CC1 (stereo not given) | 0.1% | i | 1% | i | 0% | -7%
16 | CCN1CCN(Cc2ccccc2NC(=O)Nc2ccc(C)cc2)CC1 | 0.9% | i | -5% | i | 3% | 5%
17 | Cc1cc(N(C)C)c(C#N)c(N2CCOCC2)n1 | -1.2%[0.369 µM] | i | -2% | i | 1% | 1%
18 | CC(C)(C)c1ccc2c(c1)N(CC(=O)O)C(=O)CO2 | -2.9%[57.5 µM] | i | -4% | i | 0% | 4%
19 | Cc1ccc2c(c1)N(CCC(=O)NC1CC1)C(=O)C(C)O2 (stereo not given) | 0.0% | i | 0% | i | -1% | 5%
20 | COc1ccc(CN(C)CCc2ccccn2)cc1OC | -5.7% | i | 10% | i | 1% | -24%
21 | CN(C)c1ccc(NC(=O)c2cccc(N3C(=O)CCC3=O)c2)cc1 | -0.4%[9.22 µM] | nt | 4% | nt | 13µM* | -3%
22 | CSc1nsc(SCCN2C(=O)c3ccccc3C2=O)n1 | -0.3% | i | -8% | ? | 1% | 3%
23 | O=C(OCc1ccccc1)Oc1cncc(C(=O)O)c1 | 2.8% | i | 4% | i | -1% | -12%
24 | Nc1nonc1/C(=N/O)N1CCN(CCO)CC1 | 0.7% | nt | 3% | nt | 3% | 4%

nr | ERK AVP block | Tau fil binding | CRE Fsk mod | Hsp90 Hop PPI | 15-hLO inh
13 | 5% | -4% | -9% | 0% | -2%
14 | 4% | -2% | 0% | 1% | -25%
15 | -4% | -7% | -1% | -2% | 2%
16 | -24% | 1% | 11% | -5% | 2%
17 | -12% | -14% | ? | 2% | 0%
18 | 12% | 2% | 8% | -4% | -8%
19 | 10% | 4% | -8% | -7% | 1%
20 | 12% | -6% | 0% | 1% | -5%
21 | -19% | -10% | 12% | -3% | -26%
22 | -6% | -23% | 2% | 9% | -5%
23 | -9% | 3% | -7% | -2% | -4%
24 | -7% | -10% | -2% | -5% | ?

Nine consecutive entries from above, quoted:
nr | compound | HBB splice mod | Rhodamine autofl | DNA Pol III inh | TexasRed autofl | Luciferase inh | HADH2 inhib
16 | CCN1CCN(Cc2ccccc2NC(=O)Nc2ccc(C)cc2)CC1 | 0.9% | i | -5% | i | 3% | 5%
17 | Cc1cc(N(C)C)c(C#N)c(N2CCOCC2)n1 | -1.2%[0.369 µM] | i | -2% | i | 1% | 1%
18 | CC(C)(C)c1ccc2c(c1)N(CC(=O)O)C(=O)CO2 | -2.9%[57.5 µM] | i | -4% | i | 0% | 4%
19 | Cc1ccc2c(c1)N(CCC(=O)NC1CC1)C(=O)C(C)O2 (stereo not given) | 0.0% | i | 0% | i | -1% | 5%
20 | COc1ccc(CN(C)CCc2ccccn2)cc1OC | -5.7% | i | 10% | i | 1% | -24%
21 | CN(C)c1ccc(NC(=O)c2cccc(N3C(=O)CCC3=O)c2)cc1 | -0.4%[9.22 µM] | nt | 4% | nt | 13µM* | -3%
22 | CSc1nsc(SCCN2C(=O)c3ccccc3C2=O)n1 | -0.3% | i | -8% | ? | 1% | 3%
23 | O=C(OCc1ccccc1)Oc1cncc(C(=O)O)c1 | 2.8% | i | 4% | i | -1% | -12%
24 | Nc1nonc1/C(=N/O)N1CCN(CCO)CC1 | 0.7% | nt | 3% | nt | 3% | 4%

nr | ERK AVP block | Tau fil binding | CRE Fsk mod | Hsp90 Hop PPI | 15-hLO inh
16 | -24% | 1% | 11% | -5% | 2%
17 | -12% | -14% | ? | 2% | 0%
18 | 12% | 2% | 8% | -4% | -8%
19 | 10% | 4% | -8% | -7% | 1%
20 | 12% | -6% | 0% | 1% | -5%
21 | -19% | -10% | 12% | -3% | -26%
22 | -6% | -23% | 2% | 9% | -5%
23 | -9% | 3% | -7% | -2% | -4%
24 | -7% | -10% | -2% | -5% | ?

Following part:
nr | compound | HBB splice mod | Rhodamine autofl | DNA Pol III inh | TexasRed autofl | Luciferase inh | HADH2 inhib
25 | CCC(Sc1nc(N)c(NC(=O)c2ccc(OC)c(OC)c2)c(=O)[nH]1)C(=O)OC (stereo not given) | 0.9% | nt | -4% | nt | 3% | -25%
26 | CCCCC(c1nnnn1Cc1ccco1)N1CCN(c2nc3ccccc3s2)CC1 (stereo not given) | 0.8% | i | 0% | i | -2% | -4%
27 | CN1C(=O)N(S(=O)(=O)c2ccc(F)c(F)c2F)C(=O)C1(C)C | 5.4% | i | 1% | i | 0% | ?
28 | COc1cc(C2N(c3ccccc3)CCN2c2ccccc2)cc(OC)c1OC | 0.4%[9.22 µM] | nt | -2% | nt | -2% | -3%
29 | O=C(NCc1ccccn1)c1c(Cl)cccc1Cl | 0.9% | i | -5% | i | 1% | -10%
30 | CCc1nc(N)c(C#N)c(-c2cccnc2)c1C | 0.3%[57.5 µM] | i | -7% | i | 1% | -5%
31 | O=C1C=C(O)CC(c2ccc(Cl)cc2)C1 (stereo not given) | 5.3% | nt | -2% | nt | 4% | 1%

nr | ERK AVP block | Tau fil binding | CRE Fsk mod | Hsp90 Hop PPI | 15-hLO inh
25 | nt | 10% | ? | -4% | -13%
26 | 11% | 10% | -19% | -4% | ?
27 | 18% | -2% | ? | -7% | 13%
28 | -3% | -7% | ? | 1% | 2%
29 | 24% | 0% | -10% | -3% | -6%
30 | ? | 4% | 10µM* | -3% | 4%
31 | 10% | 4% | -7% | -3% | -19%

A portion of the library (hit frequency here may not be typical).
